CaV13 ICDI inh: Disruptors of the CACNA1D IQ motif to Ca2+-dependent inactivation inhibitor domain association, primary screening, Förster resonance energy transfer in intact living …; 340,000 compounds, 0.098% hits; HEK cells, CFP/YFP FRET ICDI-IQ, plate reader, 10 min; percent FRET-ratio fall versus neutral wells; AID 743397; inhibition, % at 12.3 µM;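 active means mean replicate inhibition of at least 30% and at least 1% of replicates passing that level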;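 further: 0% = median of the neutral control wells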
Vif imaging: HIV Vif inhibition; HEK293T cells, Vif self-association by quenched fluorescence, imaging, 24 h; inhibition, % at 7.49 µM; 340,000 compounds, 0.35% hits; in the data active means inhibition above about 50%, passing the limit was not always enough; further: some results filed as inactive read as strong as hits
m5-HT2A agonist: mouse HTR2A agonism via beta-arrestin recruitment | AID 624169 | 360,000 compounds, 0.66% hits | CHO-K1 mHTR2A beta-arrestin complementation, luminescence; percent of 30 µM serotonin response | activation, % at 7.6 µM;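 active means activation above a run cutoff, the mean activation of all tested compounds plus 3 SD, cut at about 14% in these data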;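 further: 0% = plate median of compound wells and 100% = 30 µM serotonin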
Target sequence (P35363 whole entry, looked up): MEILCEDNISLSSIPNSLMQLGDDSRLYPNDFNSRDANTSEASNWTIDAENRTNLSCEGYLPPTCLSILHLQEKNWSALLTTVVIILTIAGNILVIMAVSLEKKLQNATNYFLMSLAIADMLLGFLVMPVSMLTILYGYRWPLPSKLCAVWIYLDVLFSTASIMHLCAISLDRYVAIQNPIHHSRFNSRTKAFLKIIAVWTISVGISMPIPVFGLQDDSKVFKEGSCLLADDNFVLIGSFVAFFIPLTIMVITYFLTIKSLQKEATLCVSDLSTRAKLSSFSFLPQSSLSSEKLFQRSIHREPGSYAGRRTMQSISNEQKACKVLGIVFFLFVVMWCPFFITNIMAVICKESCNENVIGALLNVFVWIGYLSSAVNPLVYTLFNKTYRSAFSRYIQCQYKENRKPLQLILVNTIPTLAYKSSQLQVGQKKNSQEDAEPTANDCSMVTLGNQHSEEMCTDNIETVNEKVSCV
Exocytosis inh: blocks lytic granule exocytosis | TALL-104 LAMP-1 surface exposure, flow cytometry; cells stimulated with thapsigargin and PMA | inhibition, % at 10 µM | 360,000 compounds, 0.66% hits;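 active means inhibition above about 55%, limit read from the data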
ABCB6 inh 2: inhibitors of human ABC transporter ABCB6 | Q9NP58 | K562-ABCB6 porphyrin accumulation, flow cytometry, 1 h; active compounds read low | fluorescence ratio to DMSO, % at 10 µM | 360,000 compounds, 0.19% hits | AID 602162;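 active means fluorescence ratio to DMSO below 75%, the collection mean minus 3 SD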;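 further: signal is porphyrin accumulated inside mitochondria; 100% equals median channel fluorescence of DMSO control wells; lower ratio means ABCB6 inhibition with less porphyrin fluorescence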
Cardio protect: myocardial damage modulation in H9c2 cells. H9c2 cardiomyocytes, H2O2 injury protection, ATPLite, 2 h. protection from H2O2 cell death, % at 20 µM. 360,000 compounds, 0.63% hits;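 active means compounds giving at least 50% protection of heart cells from peroxide-induced death in the single-dose screen, raw or plate-pattern-corrected value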;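 further: 0% = DMSO wells with peroxide and 100% = DMSO wells without peroxide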
PDI turbidity: inhibitors of human protein disulfide isomerase | P07237 | PDI insulin aggregation turbidity, A650, 90 min | inhibition, % at 10 µM | 350,000 compounds, 0.052% hits | AID 588391;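 active means mean inhibition across replicates of 30% or more, whatever share of single replicates reach that level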;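 further: absorbance from insulin aggregation driven by PDI reduction with DTT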
Target sequence (P07237 whole entry, looked up): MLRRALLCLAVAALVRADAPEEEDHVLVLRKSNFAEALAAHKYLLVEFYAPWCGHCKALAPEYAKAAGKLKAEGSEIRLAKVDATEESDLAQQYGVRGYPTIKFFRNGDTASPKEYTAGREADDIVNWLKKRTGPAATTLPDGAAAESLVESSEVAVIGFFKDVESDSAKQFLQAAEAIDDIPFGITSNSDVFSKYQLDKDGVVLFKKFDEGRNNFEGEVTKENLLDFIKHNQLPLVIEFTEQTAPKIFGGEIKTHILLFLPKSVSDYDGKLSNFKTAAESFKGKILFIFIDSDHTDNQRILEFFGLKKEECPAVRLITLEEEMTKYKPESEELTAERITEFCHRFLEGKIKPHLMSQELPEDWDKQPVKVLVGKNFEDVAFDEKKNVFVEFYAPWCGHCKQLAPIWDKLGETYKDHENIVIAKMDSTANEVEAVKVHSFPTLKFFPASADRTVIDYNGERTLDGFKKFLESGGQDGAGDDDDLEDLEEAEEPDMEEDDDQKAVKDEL
iPSC survival up: increases survival of single human iPS cells; hiPSC single-cell survival, ATPlite luminescence; 100% = ROCK inhibitor wells, 0% = DMSO; survival enhancement, % at 20 µM; 360,000 compounds, 0.044% hits; in the data active means survival enhancement above about 18%;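 further: cells exposed to compounds for 16 hours before the ATP read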
aDG glyco up: alpha-DG glycosylation activation; 360,000 compounds, 0.22% hits; Pro5-aDG cells, alpha-DG glycosylation AlphaScreen (IIH6); 0% Pro5, 100% B10-LARGE cell signal; activation, % at 10 µM; AID 624168;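 active means activation of at least 8% versus controls, or a plate z-score of at least 8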;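 further: Pro5 are CHO cells carrying HIG-tagged alpha-DG that lacks glycosylation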
Glyco luc inh: blocks N-linked glycosylation in D54 reporter cells | D54 ERlucT glycosylation luciferase reporter, 24 h; percent of 100 nM tunicamycin response | reporter increase, % at 12.5 µM | 360,000 compounds, 0.23% hits;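 active means mean luciferase reporter signal, scaled so untreated is 0 and the glycosylation-blocking control 100, at or above a set limit in every replicate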;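 further: luciferase carries N-glycosylation sites so blocking glycosylation raises the light; 0% = median of neutral control wells and 100% = median of 100 nM tunicamycin wells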
* hit, by the source's call; . = no result given.

SMILES | CaV13 ICDI inh | Vif imaging | m5-HT2A agonist | Exocytosis inh | ABCB6 inh 2 | Cardio protect | PDI turbidity | iPSC survival up | aDG glyco up | Glyco luc inh
CCCCCCCCC(=O)NCCOc1ccc(OC)cc1 | -2.2 | -17.8 | 0.5 | -6.1 | 94.0 | -1.7 | -3.6 | -0.1 | -0.3 | -0.2
CC(=O)c1ccc(OCC(=O)OCC(=O)NCc2ccco2)cc1 | -2.3 | -1.0 | -2.4 | 0.5 | 100.0 | 6.0 | -8.7 | 0.3 | -0.2 | 3.3
CCOc1ccc(C(=O)Nc2nc3ccccc3[nH]2)cc1OCC | 6.7 | -9.5 | 3.6 | 1.2 | 100.0 | -22.7 | 24.7 | -0.1 | 7.9* | -1.4
CC(=O)c1cccc(N(CC(=O)Nc2ccc(F)cc2F)S(C)(=O)=O)c1 | -6.8 | -5.6 | -3.3 | -3.1 | 95.0 | 1.6 | -11.4 | 0.4 | 0.1 | 0.8
Cc1ccc(C2=NNC3(CCOC(C)(C)C3)S2)cc1 (stereo not given) | 7.6 | 0.9 | -1.9 | 2.9 | 102.0 | 3.7 | 6.7 | 2.9 | 0.0 | 9.4
C#CCNC(=O)C1=C[C@H](c2ccccc2)[C@@H](CCCO)[C@H](OCC)O1 | -2.7 | 0.6 | 1.2 | 4.1 | 97.0 | 1.6 | -5.9 | -1.3 | 0.2 | -0.3
Cc1ccc(N(CC(=O)NCc2ccco2)C(=O)CCC(=O)Nc2nccs2)cc1C | -5.1 | 0.1 | 4.5 | 13.1 | 102.0 | -2.9 | -0.7 | -0.6 | 0.0 | 1.5
Cc1ccc(CNS(=O)(=O)c2ccc3c(c2)CCN3C(=O)CCCC(=O)O)cc1 | -4.8 | -1.6 | 5.1 | -0.6 | 100.0 | 7.0 | -1.6 | -0.3 | 0.1 | 2.0
COc1ccc(CC(=O)NC(C)c2ccc(S(N)(=O)=O)cc2)cc1S(=O)(=O)N1CCOCC1 (stereo not given) | . | 4.6 | 1.1 | -2.1 | 104.0 | 5.1 | 7.6 | -0.4 | 0.2 | 3.2
O=[N+]([O-])c1cccc2c(S(=O)(=O)N3CCOCC3)cccc12 | -18.4 | 2.8 | 2.5 | -4.2 | 97.0 | -4.2 | -0.5 | -0.3 | -0.2 | 1.5
Fc1ccc(CSc2ncnc3scc(-c4ccccc4)c23)cc1 | -15.6 | 3.2 | -6.1 | -1.0 | 99.0 | -11.7 | 10.3 | 4.1 | 0.2 | -7.2
CCOC(=O)C1CCN(C(=O)COC(=O)c2ccccc2OCC)CC1 | -5.8 | 6.7 | 7.2 | -19.0 | 99.0 | 10.9 | 12.5 | -2.6 | 0.2 | 0.0
Brc1ccc(CSc2nnc(Cc3c[nH]c4ccccc34)o2)cc1 | -4.5 | -2.3 | -2.1 | 2.3 | 102.0 | -7.2 | 2.8 | 1.9 | -0.2 | -0.7
CCN(CC)CCNc1nc2c(c(=O)n(C)c(=O)n2C)n1C/C=C(/C)Cl | . | -2.4 | -4.7 | -0.2 | 73.0* | 6.5 | 2.4 | 0.9 | 3.4 | 0.8
Cc1ccc(OCCC(=O)NNC(=O)c2ccc(Br)cc2)cc1 | -6.2 | 4.9 | -3.2 | -11.5 | 101.0 | -4.0 | 9.8 | -0.6 | -0.1 | 2.8
O=C(CCCn1cnc([N+](=O)[O-])n1)Nc1cccc2ccccc12 | -5.8 | -11.3 | -3.6 | -2.0 | 95.0 | -5.9 | 5.0 | -0.5 | 0.0 | 4.7
CC(Sc1ccccc1F)C(=O)Nc1cccc(S(=O)(=O)N2CCOCC2)c1 (stereo not given) | -2.1 | . | 3.2 | -0.6 | 100.0 | 3.2 | -4.8 | -1.8 | -0.1 | -3.2
Cn1c(NCc2cccnc2)nc2c1c(=O)n(Cc1ccccc1F)c(=O)n2C | -9.2 | -3.0 | -2.2 | -1.3 | 95.0 | 3.3 | -6.8 | -1.1 | 0.4 | -0.1
O=C(c1ccc(S(=O)(=O)N2CCOCC2)cc1)N1CCCc2ccccc21 | . | -1.5 | 1.8 | 0.8 | 99.0 | 2.8 | 6.1 | 1.8 | 0.4 | -2.2
C[C@H]1CN([C@@H](C)CO)C(=O)Cc2cc(NS(=O)(=O)c3ccc(Cl)cc3)ccc2O[C@@H]1CN(C)C(=O)Nc1cccc2ccccc12 | -6.1 | 14.1 | -1.3 | -0.4 | 98.0 | -2.9 | -10.0 | -0.1 | 0.1 | 1.0
O=c1oc2c(CN3CCCCC3)c(O)ccc2c2c1CCCCC2 | -3.6 | -1.8 | -7.4 | 0.1 | 93.0 | 2.0 | 2.0 | -0.3 | -0.3 | -3.7
O=C1CC(N2CCSCC2)C(=O)N1c1ccc(F)cc1 (stereo not given) | -4.6 | 7.4 | 1.1 | -0.2 | 94.0 | -0.3 | -2.0 | -0.1 | 0.0 | 1.2
O=C(CSc1nnc(-c2cccnc2)o1)Nc1cccc(Cl)c1 | -6.4 | -12.8 | 2.2 | -7.9 | 92.0 | 2.1 | 4.4 | 0.0 | -0.1 | 1.3
COc1ccc(CN(C)CC(=O)NC(=O)NCc2ccccc2)cc1OC | -4.1 | 4.2 | -3.7 | -5.6 | 99.0 | -3.3 | -2.1 | 2.7 | -0.2 | 1.0
CCCCCCCCn1cnc2c(N)c(C)c(C)cc21 | -8.4 | 6.6 | -2.0 | 11.9 | 99.0 | -6.1 | -13.2 | -2.1 | 0.4 | 3.4
Cc1cc(C)cc(N2C(=O)CC(n3nc(C)cc3C)C2=O)c1 (stereo not given) | -3.8 | -2.0 | -0.5 | -1.7 | 91.0 | 5.5 | -12.6 | 0.6 | 0.1 | -0.6
Cc1nc2scc(C)n2c(=O)c1S(=O)(=O)NCCc1ccccc1 | -7.2 | -3.9 | -3.9 | -1.9 | 91.0 | 6.4 | -4.9 | -0.6 | -0.2 | -0.5
CN1CCN(CCCNC(=O)C2CC(=O)N(C3CCCCC3)C2)CC1 (stereo not given) | . | 8.2 | -1.6 | -1.2 | 108.0 | 19.0 | -6.5 | -0.8 | -0.1 | 0.8
Cc1ccc(-c2csc3ncn(CC#N)c(=O)c23)cc1 | -3.8 | 15.2 | -4.6 | 3.0 | 98.0 | 1.1 | -3.8 | -0.2 | 0.1 | -0.7
COc1cc(OC)cc(C(=O)NCCOC23CC4CC(CC(C4)C2)C3)c1 | -2.9 | -4.4 | -0.1 | -4.1 | 98.0 | -5.7 | -4.4 | -0.6 | 0.3 | 1.3
COc1cc(/C=N/NC(=O)c2ccncc2)ccc1OC(=O)c1ccccc1Cl | -7.2 | . | -2.1 | 8.5 | 97.0 | 74.0* | 2.2 | 2.7 | 0.9 | 0.0
CCN(C[C@H]1N[C@@](C)(C(=O)OC)[C@H]2C(=O)N(Cc3ccccc3)C(=O)[C@@H]12)S(=O)(=O)c1ccc(C)cc1 | -2.6 | 2.2 | -1.9 | 0.1 | 97.0 | 7.7 | 2.2 | 3.6 | 0.0 | 0.2
O=C(NC1CCS(=O)(=O)C1)/C(=C\c1ccc(F)cc1)NC(=O)c1ccccc1 (stereo not given) | -4.6 | 5.5 | -0.1 | -0.7 | 99.0 | 2.7 | 7.5 | 9.3 | -0.1 | 0.3
CC(=O)c1c(Nc2cccc(F)c2)oc(C)cc1=O | -2.0 | 5.8 | 1.1 | 1.4 | 97.0 | 3.1 | 5.1 | 0.1 | 1.0 | -0.8
CC(=O)c1ccc(OCc2cc(C(=O)N3CCN(c4ccccc4)CC3C)no2)cc1 (stereo not given) | -5.0 | 4.1 | -0.5 | 6.6 | 103.0 | -7.1 | 12.6 | 0.7 | -0.1 | -8.0
CN1OC[C@@H]2CN[C@H](c3cccc(Oc4ccccc4)c3)C[C@@H]21 | -5.9 | . | 0.1 | 10.2 | 103.0 | 1.9 | 7.1 | 1.2 | -0.2 | -0.4
O=C(N/N=C/c1cccnc1)c1cc(-c2cccs2)nc2ccccc12 | -4.2 | 6.1 | -2.9 | -2.3 | 103.0 | -0.9 | -16.0 | 0.4 | -0.2 | 18.1
CCc1cccc(C)c1NC(=O)c1cccnc1 | -6.6 | 15.1 | 0.0 | 1.8 | 96.0 | 11.6 | 3.2 | 1.0 | -0.1 | 0.0
CC(Sc1ccc2c(c1)OCCO2)C(=O)Nc1ccc2c(c1)OCO2 (stereo not given) | -5.0 | 2.7 | -3.1 | -0.6 | 93.0 | 1.1 | -0.6 | 5.5 | 0.4 | -1.2
CCCN1CCC(C(=O)NC(c2ccc(F)cc2)c2ncccc2C)CC1 (stereo not given) | -4.7 | -0.5 | -0.6 | -2.4 | 95.0 | 23.1 | -6.2 | -2.6 | 0.9 | -3.7
NC(=O)c1cc([N+](=O)[O-])ccc1NCc1cccnc1 | 41.9* | 6.5 | 2.1 | -0.4 | 95.0 | 5.1 | -0.5 | -1.5 | -0.6 | 2.5
O=C(CCN1C(=O)C2CCCCC2C1=O)N1CCN(S(=O)(=O)c2ccccc2)CC1 (stereo not given) | -2.0 | -1.0 | 10.0 | -1.0 | 91.0 | 1.1 | -2.0 | 0.4 | 1.5 | -0.1
CCc1ccc(CN2CCC(N3CCC(C(=O)N4CCCC4)CC3)CC2)o1 | -4.1 | 21.9 | 3.0 | 7.5 | 101.0 | 8.2 | 1.1 | -0.3 | 0.0 | -0.5
CC1CCCCC1NC(=O)CSc1nnc(COc2ccccc2Cl)o1 (stereo not given) | -7.1 | -2.6 | -3.4 | 6.2 | 97.0 | -5.5 | -4.3 | -1.6 | 0.0 | 0.8
Cc1cc(C(=O)NCC(=O)OCC(=O)N2CCCCCC2)ccc1[N+](=O)[O-] | -3.8 | -1.3 | -1.1 | -6.6 | 95.0 | 1.3 | 5.9 | -1.4 | 0.1 | 0.6
COc1ccc(CCNC(=O)c2cc(COc3c(F)cccc3F)on2)c(OC)c1 | -5.8 | -11.5 | 5.0 | 43.1 | 98.0 | 0.3 | -6.8 | 0.6 | -0.2 | -2.7
COc1ccc(Cl)cc1NC(=O)CN(C)C(=O)c1cc(C)oc1C | -2.4 | -5.5 | -7.3 | 5.1 | 99.0 | -2.2 | -9.9 | -0.4 | -0.1 | -2.6
O=C(O)Cc1c[nH]c2ccccc12 | . | -11.0 | -1.3 | 0.0 | 98.0 | -4.6 | . | -1.3 | -0.3 | 0.2
Cc1ccc(S(=O)(=O)N2CCCCC2)cc1NC(=O)c1ccccc1Cl | -14.9 | -6.4 | -3.8 | -3.3 | 100.0 | -10.5 | -5.1 | -0.1 | 0.1 | -0.1
Fc1ccccc1Cc1ccc(Cl)nn1 | -4.7 | 5.4 | 2.6 | -1.8 | 96.0 | -1.9 | -3.3 | 4.7 | 0.0 | -1.0
CCN(C(=O)CSc1nnc(-c2ccncc2)o1)c1ccccc1 | -5.0 | -9.8 | 5.3 | -3.2 | 94.0 | 1.1 | -0.3 | -0.5 | -0.2 | -1.8
CC(=O)N[C@@H](C)C(=O)N1CCC(n2nccc2NC(=O)CCCc2ccccc2)CC1 | -2.9 | 4.6 | 1.3 | -1.2 | 93.0 | 4.3 | 3.5 | -0.6 | 0.1 | 0.1
